Screening results deposited in PubChem by several laboratories.
Mac1 fbg inh: blocks human CD11b/CD18 adhesion to fibrinogen; actives 0.54% (n = 93,000); K562 CD11b/CD18 adhesion to fibrinogen, ATPlite luminescence; Mn2+ added to activate the integrin; P05107+P11215; inhibition, % at 10 µM;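 active = primary inhibition of 50% or more at 10 µM, then 40% or more on retest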; note: some results filed as inactive read as strong as hits
Mac1 fbg enh: increases human CD11b/CD18 adhesion to fibrinogen; P05107+P11215; K562 CD11b/CD18 adhesion to fibrinogen, ATPlite luminescence; activation, % at 10 µM; actives 0.07% (n = 93,000);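 active = 10 µM primary screen giving 50% or more activity, confirmed by 40% or more on retest at that dose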; note: strong numbers were not always called active
FAK inh: inhibitors of human focal adhesion kinase; Q05397; biochemical FAK kinase activity assay; inhibition, %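 (tested at 7 µM)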; actives 0.84% (n = 97,000); AID 727; in the data active = inhibition above about 19%;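 note: 0% = DMSO and 100% = reference compound high control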
PLK1 inh: PLK1 (human) kinase inhibition. recombinant PLK1 kinase, TR-FRET peptide phosphorylation. inhibition, % at 10 µM. actives 0.53% (n = 97,000). AID 619;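 active = inhibition of 50% or more in the single-concentration screen; inactive = inhibition below 50%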;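 note: 0% = DMSO max control and 100% = H-89 dihydrochloride min control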
ERa coact pot: ER-alpha (human) coactivator binding potentiation | actives 1.3% (n = 86,000) | coactivator binding (% of control), % at 25.6 µM | TR-FRET ERalpha-LBD/SRC-Cy5 coactivator binding, 2 h; 100 = basal binding, no effect | P03372; in the data active = activity above about 200%;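 note: binding measured in presence of low estradiol as agonist stimulus; 0% = peptide alone without receptor and 100% = receptor with peptide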
Plk1 PBD FP: Plk1 (human) PBD binding inhibition. AID 693. inhibition, %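 (tested at about 20 µM)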. actives 0.13% (n = 97,000). Plk1 PBD phosphopeptide binding, fluorescence polarization; in the data active = inhibition above about 34%, passing the limit was not always enough
HIV Rev-RRE inh: HIV Rev-RRE protein-RNA interaction inhibition; P05866; Rev peptide-RRE RNA binding, FRET; inhibition, % at 8 µM; actives 0.79% (n = 97,000);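 active = inhibition above the screen-wide mean plus 3 SD, cut at about 35% in these data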;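 note: 0% = median DMSO wells and 100% = median Neomycin B control wells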
Target sequence (P05866 whole entry, looked up): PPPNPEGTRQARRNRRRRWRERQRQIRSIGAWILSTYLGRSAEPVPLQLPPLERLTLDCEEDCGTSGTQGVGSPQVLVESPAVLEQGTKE
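Assay system: Rev peptide and RRE RNA, both fluorescently labelled; times: 5 min preincubation and 15 min binding, 25 °C; detection: FRET, ex 480 nm, em 540 and 671 nm; read-out basis: % inhibition from 671/540 nm acceptor-to-donor ratio, scaled between controls; benchmarks: DMSO low control, neomycin B high control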
ERb coact inh: blocks coactivator binding to human estrogen receptor beta; TR-FRET ER-beta LBD / SRC1-Cy5 peptide binding; receptor agonist-loaded with 1 µM estradiol; actives 1.3% (n = 86,000); AID 633; inhibition, % at 25.6 µM; Q92731;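 active = compounds whose percent inhibition of the receptor-coactivator binding signal exceeds about 50% in the single-dose screen, limit read from the data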;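 note: 0% = receptor plus peptide wells without compound and 100% = peptide-only wells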
Target sequence (Q92731 whole entry, looked up, the tested form may be a part): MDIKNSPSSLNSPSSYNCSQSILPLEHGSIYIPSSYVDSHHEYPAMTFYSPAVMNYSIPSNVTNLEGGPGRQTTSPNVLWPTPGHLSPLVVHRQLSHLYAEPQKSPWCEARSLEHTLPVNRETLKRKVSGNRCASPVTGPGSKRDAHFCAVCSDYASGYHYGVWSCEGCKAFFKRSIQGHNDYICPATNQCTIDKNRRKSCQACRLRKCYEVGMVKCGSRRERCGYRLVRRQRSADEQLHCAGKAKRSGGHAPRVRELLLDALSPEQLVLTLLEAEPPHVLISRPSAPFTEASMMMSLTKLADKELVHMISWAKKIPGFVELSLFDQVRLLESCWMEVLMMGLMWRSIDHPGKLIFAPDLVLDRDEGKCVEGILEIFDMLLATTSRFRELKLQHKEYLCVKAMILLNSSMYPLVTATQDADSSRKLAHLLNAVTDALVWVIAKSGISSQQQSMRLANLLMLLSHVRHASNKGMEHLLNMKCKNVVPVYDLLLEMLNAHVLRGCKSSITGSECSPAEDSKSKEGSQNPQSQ
ERa SRC1 inh: ER-alpha (human) coactivator binding inhibition; AID 629; inhibition, % at 25.6 µM; TR-FRET ER-alpha LBD / SRC-1 peptide, estradiol-bound; P03372; actives 1.7% (n = 86,000); in the data active = inhibition above about 50%;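 note: 0% = receptor plus peptide control and 100% = peptide only without receptor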
Starred values were filed as active, the others as inactive; / = not tested or not shown; [ ] = dose if it differs, or a comment. The order is random, and some 4.7% of all compounds hit somewhere here.

SMILES	Mac1 fbg inh	Mac1 fbg enh	FAK inh	PLK1 inh	ERa coact pot	Plk1 PBD FP	HIV Rev-RRE inh	ERb coact inh	ERa SRC1 inh
CC(C)c1ccc(NC(=O)C(c2ccc3c(c2)OCO3)N2CCC3(CC2)OCCO3)cc1 (stereo not drawn)	2	-4	/	/	101	/	/	-20	-8
Cc1ccc(N2CCN(C(=O)c3ccccc3F)CC2)c(C)c1	8	1	-3	-11	/	-14	2	/	/
COC(=O)c1nnn(-c2nonc2N)c1CSCCO	-4	-1	-1	-11	110	38	3	0	-6
COc1ccc(NS(=O)(=O)c2ccc(OC)c(N(C)S(=O)(=O)c3ccc(Cl)cc3)c2)cc1	36	-13	-2	-19	/	-3	12	/	/
COCCCNC(=O)CC(NS(=O)(=O)c1ccc(OC)cc1)c1ccc(OC)cc1 (stereo not drawn)	-16	1	-8	3	108[fluorescence artefact?]	4	0	1[fluorescence artefact?]	2
Cc1cccc(-n2c(N)cc(=O)nc2SCC(=O)Nc2cc(C)on2)c1	-18	-1	/	/	108	/	/	16	24
C=CCOc1ccccc1C1C2=C(CC(C)(C)CC2=O)Nc2c1c(=O)n(C)c(=O)n2C (stereo not drawn)	3	-2	-2	-6	85	9	6	6	6
CC1CCCN(CCC(=O)c2ccc(Br)cc2)C1 (stereo not drawn)	-4	0	-6	-10	/	-3	-1	/	/
Nc1cccnc1Sc1cc(Cl)cc(Cl)c1	-8	-6	2	-10	/	5	8	/	/
O=S(=O)(c1ccc(Cl)cc1)N1CCSC1c1ccco1 (stereo not drawn)	-4	-2	0	-5	91[fluorescence artefact?]	-9	11	8	5
CC(=O)c1ccc(OCC(O)CN2CC(C)OC(C)C2)cc1 (stereo not drawn)	8	-6	2	-15	132	-16	5	5	-2[fluorescence artefact?]
CCOc1ccccc1N(CC(=O)NC1CCCCC1)C(=O)CNC(=O)c1ccco1	/	/	3	-12	101	4	8	-5[fluorescence artefact?]	4
CCn1c(N2CCN(C(=O)C34CC5CC(CC(C5)C3)C4)CC2)nc2ccccc21	-26	8	-6	1	131	-1	9	0	13
Cc1ccc(C)c(NC(=O)Cn2nc(-c3ccccc3)nc2-c2ccccc2)c1	/	/	-5	-7	/	4	3	/	/
CC(C)(C)n1nnnc1C(c1cccs1)N(Cc1cccnc1)Cc1ccccc1Cl (stereo not drawn)	13	2	-4	2	56	13	-1	-2	1
CCCCOC(=O)CCc1n[nH]c(=O)[nH]c1=O	-12	1	6	-11	122[fluorescence artefact?]	-1	10	-2	-10
Cc1cc(N(CN2CCCC2=O)C(=O)c2ccccc2)no1	-3	-6	1	-10	112	-3	6	2	2
CCc1nc(NCCCn2ccnc2)c2oc3ccccc3c2n1	-1	-5	7	-2	99	-4	-1	4[fluorescence artefact?]	3
CCOC(=O)c1cnc(SC2CC(=O)N(c3ccccc3)C2=O)nc1N (stereo not drawn)	-20	0	-1	-10	92	-10	2	-7	-1
CC(C)NCCCOc1ccc(Cl)cc1Br	4	-2	0	-10	/	-3	-10	/	/
COc1ccc2c(c1OC)C(=O)N1N=C(c3ccccc3)CC21 (stereo not drawn)	-14	-5	-4	-15	/	-20	8	/	/
CCC(=O)NCCc1cc2ccc(C)c(C)c2[nH]c1=O	-7	0	/	/	124	/	/	-10	-2
N#Cc1cn(-c2ccccc2)nc1-c1ccco1	-1	-1	0	-9	88	15	2	-8	3
COc1ccc(/C=N/NC(=O)C2CCN(c3ncc(C(F)(F)F)cc3Cl)CC2)cc1	/	/	2	-5	/	-27	-1	/	/
CCc1ccc(-c2csc(NC(=O)C3CCCO3)c2C(=O)OC(C)C)cc1 (stereo not drawn)	-9	13	-7	4	/	-9	10	/	/
O=C(/C=C/c1ccc2c(c1)OCO2)NCCSCc1ccc(Cl)cc1	/	/	-3	-4	/	16	3	/	/
O=c1[nH]n(-c2ccc(Cl)cc2)c2ncccc12	/	/	-3	-17	/	20	-1	/	/
Cc1ccc(S(=O)(=O)N2C3C=CC(C3)C2C(=O)O)cc1 (stereo not drawn)	-10	-2	-7	-10	97	-3	8	-3	2
Cc1ccc(SCCNC(=O)c2cccc([N+](=O)[O-])c2C)cc1	16	1	-2	4	/	-11	12	/	/
CC(OC(=O)c1cc2sccc2n1C)C(=O)NCc1ccco1 (stereo not drawn)	-24	0	0	-11	99	-24	-2	2	-1

Of the compounds above, two have bromine.
SMILES	Mac1 fbg inh	Mac1 fbg enh	FAK inh	PLK1 inh	ERa coact pot	Plk1 PBD FP	HIV Rev-RRE inh	ERb coact inh	ERa SRC1 inh
CC1CCCN(CCC(=O)c2ccc(Br)cc2)C1 (stereo not drawn)	-4	0	-6	-10	/	-3	-1	/	/
CC(C)NCCCOc1ccc(Cl)cc1Br	4	-2	0	-10	/	-3	-10	/	/

Remaining list, next part:
SMILES	Mac1 fbg inh	Mac1 fbg enh	FAK inh	PLK1 inh	ERa coact pot	Plk1 PBD FP	HIV Rev-RRE inh	ERb coact inh	ERa SRC1 inh
O=C(COc1ccc([N+](=O)[O-])cc1)Nc1ccc(C(=O)NCc2cccnc2)cc1	/	/	-4	-13	/	10	9	/	/
Cc1ccc(S(=O)(=O)N2CCN(c3nc(C)nc4sc5c(c34)CCC(C)C5)CC2)cc1 (stereo not drawn)	/	/	-4	-5	/	11	5	/	/
O=C(CSc1nc(-c2ccco2)cc(C(F)(F)F)n1)N1CCN(c2cccc(Cl)c2)CC1	/	/	-1	-16	106	-4	-2	-13	-15
O=C(NC(=S)NCCN1CCOCC1)c1cccc(Cl)c1	-6	-1	-8	-13	/	-16	4	/	/
O=c1oc2cc(O)ccc2c2c1CCCC2	5	-1	1	-18	112	17	4	-9	-7
Cc1nc(-c2ccc(C(=O)O)cc2)cs1	10	-2	-2	-8	122	-16	7	-5	-4
Cc1ccc(O)c(Sc2cc(C)ccc2O)c1	29	0	1	-14	77	9	1	-7	-7
O=c1c2ccccc2nc(SCc2nc3ccccc3s2)n1Cc1ccco1	17	2	-4	5	162	16	0	2[fluorescence artefact?]	3
C(/CCc1ccccc1)=N\n1cnnc1	/	/	-1	-15	90	11	10	1	-2
CCOCC(=O)Nc1nc2ccc(OCC)cc2s1	-22	-3	5	6	81	15	-3	-11	1
CCCCCNc1c(C(=O)OCC)c(=O)[nH]c2ccccc12	0	0	/	/	91	/	/	7	-20
Cc1cc(C)n(S(=O)(=O)Cc2ccccc2)n1	6	0	-3	7	/	-23	-1	/	/
COC(=O)c1cc2ccsc2n1CC(=O)Nc1cc(Cl)ccc1OC	-20	4	1	-15	/	18	7	/	/
Cc1ccc(CSc2nnc(-c3cccnc3)o2)cc1	-2	2	3	-5	102	-3	3	5[fluorescence artefact?]	1[fluorescence artefact?]
O=C(NC1CCCC1)C(c1ccccc1)N(C(=O)c1ccco1)C1CCCC1 (stereo not drawn)	/	/	1	-9	109	5	4	-1	6
O=C(c1cnn2c(C(F)(F)F)cc(-c3cccs3)nc12)N1CCN(Cc2ccccc2)CC1	/	/	0	-15	86	1	5	-4	2
CCn1c(-c2ccc(F)cc2)cnc1SCC(=O)N1CCCCC1C (stereo not drawn)	11	-2	-1	-7	/	-17	3	/	/
CCCCn1c(SCC(=O)N2CCC(C)CC2)nc2ccsc2c1=O	9	-1	5	-10	101	-28	5	-5	0
Nc1c(C(=O)Nc2ccccc2)sc2nc(-c3ccco3)ccc12	-3	1	26*	-1	125[fluorescence artefact?]	-10	36*	58*[fluorescence artefact?]	69*[fluorescence artefact?]
CCCSc1nc(=O)n2cc(C)ccc2n1	-8	-2	-5	-5	/	-5	2	/	/
Cc1ccc(S(=O)(=O)N2CCN(C(=O)CN3CCCC3)C2)cc1	-32	2	-1	-12	101	11	0	-30	-35
COc1ccc(OC)c(NC(=O)C(CC(=O)O)NCc2ccco2)c1 (stereo not drawn)	/	/	-2	-13	/	-15	3	/	/
Cc1cc(C)n(CC(O)COc2ccccc2)n1 (stereo not drawn)	/	/	-8	2	101	9	-3	-1	53*
COc1cccc(CC(=O)Nn2c(C)nc3ccccc3c2=O)c1	/	/	-2	-12	95	13	6	3	27
CCOc1ccc(OCC)c2sc(C)nc12	-4	-5	1	-10	110	-2	5	-9	2
CCCCCCCCCSc1n[nH]c(N)n1	/	/	-2	-12	/	17	5	/	/
COC(=O)c1ccc(Sc2ccccc2NS(=O)(=O)c2ccc(C)cc2)nc1	/	/	-4	-4	/	2	4	/	/
CC(C)(C)n1nc2c(c1NC(=O)c1ccccc1F)CS(=O)C2 (stereo not drawn)	9	1	0	-3	86[fluorescence artefact?]	23	6	-1	7[fluorescence artefact?]
CC1Oc2ccccc2C=C1/C=C1/SC(N2CCOCC2)=NC1=O (stereo not drawn)	/	/	8	7	/	16	37*	/	/
O=C(CN1CCOCC1)N1CCN(S(=O)(=O)c2ccccc2)C1c1ccccc1 (stereo not drawn)	-17	5	/	/	107	/	/	2	-4
Cc1[nH]c(=O)[nH]c(=O)c1S(=O)(=O)N1CCN(c2ccccc2F)CC1	-4	-3	4	-8	/	-21	6	/	/
COc1ccc(C(=O)Nc2sc3c(c2C(=O)NCc2ccco2)CCCC3)cc1OC	-3	10	8	-15	228*	-1	5	11[fluorescence artefact?]	10[fluorescence artefact?]
CCC(CC)COC(=O)C(C#N)c1nc2ccccc2nc1N1CCN(CC)CC1 (stereo not drawn)	-9	0	7	-6	66[fluorescence artefact?]	-8	17	-5	38
O=C(Nc1ccccc1)N1CCn2c(nc3ccccc32)C1	-8	-1	5	-9	111[fluorescence artefact?]	-17	4	20	3[fluorescence artefact?]
CCN(Cc1ccccc1)C(c1ccc(Cl)cc1)c1nnnn1C(C)(C)C (stereo not drawn)	10	-3	0	-3	87	-12	12	-6	-2
N#Cc1c(/N=C/c2cc3ccccc3s2)sc2c1CCC2	/	/	0	-9	90	-4	8	12	4
CCN(CC)CCP(=O)(c1ccccc1)c1ccccc1	-8	-2	3	-10	100	1	-2	-5	0
Cc1ccsc1/C=C/C1=Cc2c(sc(NC(=O)CSc3n[nH]c(N)n3)c2C#N)C(C)(C)C1	-11	84	8	-13	114[fluorescence artefact?]	3	-4	32	31
CCOC(=O)c1cc2occc2n1CCCN1C(=O)c2ccccc2C1=O	-7	2	2	4	81	15	12	-4	-11
COc1nc2c(C)cccc2cc1-c1noc(-c2ccco2)n1	0	71	-2	-15	192	12	12	32[fluorescence artefact?]	55*[fluorescence artefact?]
CCCCC(=O)NC(N1CCCCC1)C(Cl)(Cl)Cl (stereo not drawn)	24	1	-10	-2	/	-8	-4	/	/
CC(=O)c1cnn(-c2cc(Oc3ccc(F)cc3)ncn2)c1C	-4	-3	2	-5	/	-21	-1	/	/
CC(C)n1cc(/C=C(\C#N)S(=O)(=O)c2ccccc2)c2ccccc21	-22	-3	-2	-11	107	-22	16	-18	-24

Exported with values ahead of the structure: 4 of the compounds above.
Mac1 fbg inh	Mac1 fbg enh	FAK inh	PLK1 inh	ERa coact pot	Plk1 PBD FP	HIV Rev-RRE inh	ERb coact inh	ERa SRC1 inh	structure
-4	0	-6	-10	/	-3	-1	/	/	CC1CCCN(CCC(=O)c2ccc(Br)cc2)C1 (stereo not drawn)
/	/	-3	-17	/	20	-1	/	/	O=c1[nH]n(-c2ccc(Cl)cc2)c2ncccc12
36	-13	-2	-19	/	-3	12	/	/	COc1ccc(NS(=O)(=O)c2ccc(OC)c(N(C)S(=O)(=O)c3ccc(Cl)cc3)c2)cc1
/	/	-2	-13	/	-15	3	/	/	COc1ccc(OC)c(NC(=O)C(CC(=O)O)NCc2ccco2)c1 (stereo not drawn)
